TcdB inh = blocks C. difficile toxin B glycohydrolase activity. 0.24% of 350,000 active. TcdB glycohydrolase enzymatic assay, plate reader. P18177. inhibition, % at 9.99 µM; in the data active = inhibition above about 10%
* = called active by the depositor; & = joins results of further samples.

no.	Compound	TcdB inh
1	C[C@@H]1CN([C@@H](C)CO)C(=O)Cc2cc(N(C)C)ccc2O[C@@H]1CN(C)S(=O)(=O)c1ccc(Cl)cc1	-3.1
2	COc1ccc(S(=O)(=O)N(C)C[C@@H]2OCCCC[C@@H](C)Oc3ccc(NC(=O)Nc4cccc5ccccc45)cc3C(=O)N([C@H](C)CO)C[C@H]2C)cc1	0.3
3	N#C[C@H]1[C@@H](c2ccc(C#CC3CC3)cc2)[C@H](CO)N1C(=O)c1cccc(F)c1	0.4
4	CN(C)C(=O)c1ccc(-c2ccccc2[C@H]2[C@@H](CO)N(C(=O)C3CCCC3)[C@H]2C#N)cc1	0.2
5	O=C(C[C@H]1C[C@@H]2c3cc(NC(=O)Nc4ccccc4F)ccc3O[C@@H]2[C@@H](CO)O1)NCc1ccccn1	1.1
6	COc1ccc(NC(=O)N(C)C[C@H]2Oc3c(NS(=O)(=O)c4cccs4)cccc3C(=O)N([C@H](C)CO)C[C@H]2C)cc1	0.6
7	COc1ccc2c3c([nH]c2c1)[C@H](CO)N(Cc1ccncc1)CC31CCN(Cc2ccc(-c3ccccn3)cc2)CC1	0.6
8	CC(C)NC(=O)N(C)C[C@@H]1OCCCC[C@H](C)Oc2ccc(NC(=O)Nc3ccc4c(c3)OCO4)cc2C(=O)N([C@@H](C)CO)C[C@H]1C	-0.3
9	C[C@H]1CN([C@@H](C)CO)C(=O)c2cc(NS(C)(=O)=O)ccc2O[C@@H]1CN(C)S(C)(=O)=O	0.1
10	Cc1cc(C(=O)Nc2cccc3c2O[C@@H](CN(C)C(=O)Nc2ccccc2)[C@@H](C)CN([C@H](C)CO)C3=O)n(C)n1	0.3
11	COc1ccc(S(=O)(=O)N[C@@H]2C=C[C@@H](CC(=O)N3CCC(Cc4ccccc4)CC3)O[C@@H]2CO)cc1	-0.5
12	CC=Cc1ccc2n(c1=O)C[C@@H]1[C@@H](CO)[C@H](C(=O)N(C)C)[C@H]2N1CC1CCCCC1 (mixture of isomers)	-0.4
13	C[C@H](CO)N1C[C@H](C)[C@H](CN(C)Cc2ccccc2)Oc2ncc(-c3cccc(F)c3)cc2C1=O	0.0&0.7
14	O=C(C[C@@H]1C[C@H]2c3cc(NC(=O)C4CCOCC4)ccc3O[C@H]2[C@@H](CO)O1)NCc1ccc(Oc2ccccc2)cc1	-0.9
15	COc1ccc(S(=O)(=O)N2CCCCN3[C@H](CO)[C@@H](c4ccc(C#CC5CC5)cc4)[C@@H]3C2)cc1	0.6
16	COCC(=O)Nc1ccc2c(c1)C(=O)N(C)C[C@@H](OC)[C@H](C)CN(Cc1cncnc1)[C@H](C)CO2	-0.5
17	C[C@@H]1CN([C@@H](C)CO)C(=O)c2cc(NC(=O)Nc3ccc4c(c3)OCO4)ccc2O[C@@H](C)CCCCO[C@@H]1CN(C)C(=O)Nc1ccccc1	0.0
18	CO[C@H]1CN(C)C(=O)c2ccc(NS(=O)(=O)c3ccccc3)cc2OC[C@@H](C)NC[C@H]1C	1.3
19	O=C(C1CCCC1)N1CC(=O)N2[C@@H](CO)[C@@H](c3ccc(C#CCc4ccccc4)cc3)[C@@H]2C1	0.7
20	C/C=C/c1ccc([C@@H]2[C@@H](CO)N3C(=O)CN(C(=O)Nc4ccc(OC)cc4)C[C@@H]23)cc1	1.0
21	C[C@@H]1CN([C@@H](C)CO)C(=O)c2cccc(NS(=O)(=O)c3ccc(Cl)cc3)c2O[C@@H]1CN(C)S(=O)(=O)c1cccs1	1.6
22	O=C(C1CCCC1)N1CC2(C1)[C@H](c1ccccc1)[C@H](CO)N2Cc1ccc(Cl)cc1	0.0
23	C[C@H](CO)N1C[C@H](C)[C@@H](CN(C)CC2CCCCC2)Oc2c(NC(=O)C3CCCCC3)cccc2C1=O	-0.5
24	Cn1cnc(S(=O)(=O)N[C@@H]2CC[C@@H](CC(=O)NCC3CCCCC3)O[C@H]2CO)c1	-1.2
25	COc1ccc2c3c(n(C)c2c1)[C@@H](CO)N(S(C)(=O)=O)CC31CCN(C(=O)C2CCC2)CC1	-0.4
26	C[C@H]1CN([C@@H](C)CO)C(=O)c2cc(NS(=O)(=O)c3cccs3)ccc2O[C@H]1CN(C)Cc1ccc(Cl)c(Cl)c1	-0.1
27	Cc1ccc(-c2ccc3c(c2)O[C@@H](CN(C)C(=O)CC2CC2)[C@@H](C)CN([C@@H](C)CO)S3(=O)=O)cc1	-4.9
28	C[C@@H]1CN([C@H](C)CO)C(=O)c2cccc(NS(=O)(=O)c3cn(C)cn3)c2O[C@H]1CN(C)Cc1ccc2c(c1)OCO2	0.7
29	C[C@@H]1CN([C@@H](C)CO)C(=O)c2cccc(NC(=O)C3CCCCC3)c2O[C@@H]1CN(C)Cc1ccc2c(c1)OCO2	-0.1
30	C[C@@H]1CN([C@H](C)CO)C(=O)c2cccc(NC(=O)Nc3cccc4ccccc34)c2O[C@@H]1CN(C)C(=O)Nc1ccc(C(F)(F)F)cc1	0.6
31	O=C1CN(S(=O)(=O)c2ccccc2)C[C@H]2[C@@H](c3ccc(Br)cc3)[C@@H](CO)N12	0.0
32	O=C(C1CCCC1)N1CC[C@@H]2[C@H](CO)Nc3ccc(-c4cccc(F)c4)cc3[C@@H]21	0.3
33	C[C@@H]1CN([C@H](C)CO)C(=O)Cc2cc(NS(=O)(=O)c3ccc(Cl)cc3)ccc2O[C@H]1CN(C)Cc1ccc2c(c1)OCO2	0.2
34	C[C@@H]1CN([C@@H](C)CO)C(=O)c2cc(NC(=O)Cc3ccccc3)ccc2O[C@H]1CN(C)Cc1ccc2c(c1)OCO2	0.6
35	C[C@@H]1CN([C@@H](C)CO)C(=O)c2cccc(NC(=O)Nc3ccc4c(c3)OCO4)c2O[C@H]1CN(C)CC1CCCCC1	0.0
36	CC(C)NC(=O)N(C)C[C@@H]1Oc2cc(C3=CCCCC3)ccc2S(=O)(=O)N([C@H](C)CO)C[C@H]1C	1.9
37	Cc1ccc(-c2ccc3c(c2)O[C@@H](CN(C)C(=O)C2CC2)[C@@H](C)CN([C@@H](C)CO)S3(=O)=O)cc1	1.6
38	O=C(C[C@@H]1CC[C@H]2[C@@H](COC[C@H](O)CN2Cc2ccc(F)cc2)O1)NCCc1ccccc1	-2.4
39	C[C@@H]1CN([C@@H](C)CO)S(=O)(=O)c2ccc(-c3cccnc3)cc2O[C@@H]1CN(C)C	0.6
40	COc1cccc(CN2C[C@@H]3N[C@H](C2)C3c2ccc(-c3ccncc3)cc2)c1 (some centres undefined)	-0.2&-0.3
41	CCCNC(=O)C[C@H]1CC[C@H]2[C@H](COc3ccc(NC(=O)c4cscn4)cc3C(=O)N2C)O1	1.5
42	COc1ccc2c3c(n(C)c2c1)[C@H](CO)N(C(=O)C1CC1)CC31CN(C(=O)Nc2cccc(F)c2)C1	-2.0
43	C[C@H]1CN([C@@H](C)CO)C(=O)c2cc(NC(=O)Nc3ccc(F)cc3)ccc2O[C@H]1CN(C)Cc1ccc(C(=O)O)cc1	0.0
44	COCCNC(=O)C[C@H]1CC[C@@H]2[C@H](COc3ccc(NC(=O)Nc4ccccc4)cc3C(=O)N2C)O1	2.0
45	C[C@@H]1CN([C@H](C)CO)S(=O)(=O)c2ccc(-c3cccnc3)cc2O[C@@H]1CN(C)Cc1ccccn1	-4.2
46	CC(C)NC(=O)N(C)C[C@@H]1Oc2cc(C3=CCCC3)ccc2S(=O)(=O)N([C@@H](C)CO)C[C@H]1C	-0.6
47	CC=Cc1ccc2n(c1=O)C[C@@H]1[C@@H](CO)[C@H](C(=O)NCCc3cn(C)cn3)[C@H]2N1C(=O)C1CC1 (mixture of isomers)	-0.3
48	COc1ccc(-c2ccc(C3[C@@H]4CN(S(=O)(=O)c5cn(C)cn5)C[C@H]3N4)cc2)cc1 (some centres undefined)	0.0
49	CC(=O)N1CCCCN2[C@H](C1)[C@H](c1ccc(-c3ccc(F)cc3)cc1)[C@@H]2CO	0.2
50	CN1C(=O)c2cc(NC(=O)c3cnccn3)ccc2OC[C@@H]2O[C@H](CC(=O)NC3CCC3)CC[C@@H]21	1.1
51	COc1ccccc1S(=O)(=O)N[C@H]1CC[C@H](CCNC(=O)C2CC2)O[C@H]1CO	0.7
52	CCC(=O)Nc1ccc2c(c1)OC[C@H](C)N(Cc1ccccn1)C[C@@H](C)[C@H](OC)CN(C)C2=O	0.0
53	OC[C@H]1[C@H](c2ccc(-c3ccccc3)cc2)[C@@H]2CN(CCC(F)(F)F)CCCCN12	0.5
54	CC(C)CC#Cc1ccc2c(c1)O[C@@H](CN(C)C(=O)Cc1ccccn1)[C@H](C)CN([C@@H](C)CO)S2(=O)=O	1.4
55	O=C(Nc1ccccc1)N1CCCCN2[C@H](CO)[C@H](c3ccc(C#Cc4cccnc4)cc3)[C@H]2C1	-0.4
56	CCC(=O)N1[C@@H]2c3cccc(=O)n3C[C@@H]2[C@@H](CO)[C@@H]1C(=O)NCc1ccccc1F	1.3
57	Cc1cccc(-c2ccc([C@@H]3[C@H]4CN(CCC(F)(F)F)CCCCN4[C@H]3CO)cc2)c1	0.5
58	COc1ccc(-c2cnc3c(c2)C(=O)N([C@H](C)CO)C[C@H](C)[C@H](CN(C)Cc2ccncc2)O3)cc1	-0.2
59	N#C[C@@H]1[C@@H](c2ccc(C#CC3CCCC3)cc2)[C@@H](CO)N1S(=O)(=O)c1ccccc1	0.3
60	C[C@H](CO)N1C[C@H](C)[C@H](CN(C)S(C)(=O)=O)Oc2c(NC(=O)Nc3ccc4c(c3)OCO4)cccc2C1=O	0.5

(more compounds)
no.	Compound	TcdB inh
61	C[C@@H]1CCCCO[C@@H](CN(C)S(=O)(=O)c2ccccc2)[C@H](C)CN([C@H](C)CO)C(=O)c2cc(NC(=O)Cc3ccccc3)ccc2O1	-0.6
62	C[C@H](CO)N1C[C@H](C)[C@H](CN(C)Cc2ccc(C(=O)O)cc2)OCCCC[C@H](C)Oc2ccc(NC(=O)CCCN(C)C)cc2C1=O	-1.5
63	COCC(=O)N1CCCCN2[C@H](CO)[C@H](c3ccc(C#Cc4ccccc4)cc3)[C@H]2C1	-0.2
64	O=C(C[C@@H]1C=C[C@H](NC(=O)c2ccncc2)[C@@H](CO)O1)NCc1ccncn1	0.0
65	C[C@@H]1CN([C@H](C)CO)C(=O)c2cccc(NC(=O)c3cnccn3)c2O[C@H]1CN(C)C(=O)Nc1ccc(F)cc1	-0.9
66	COc1cccc(C(=O)Nc2ccc3c(c2)C(=O)N(C)C[C@H](OC)[C@@H](C)CN(C)[C@H](C)CO3)c1	0.1
67	C[C@H](CO)N1C[C@H](C)[C@H](CN(C)C(=O)c2ccccc2)OCCCC[C@H](C)Oc2ccc(NS(C)(=O)=O)cc2C1=O	-4.1
68	COc1ccc(NC(=O)Nc2ccc3c(c2)CC(=O)N([C@H](C)CO)C[C@H](C)[C@H](CN(C)Cc2ccncc2)O3)cc1	-0.7
69	C[C@@H]1CN([C@@H](C)CO)C(=O)Cc2cc(NC(=O)CCC(F)(F)F)ccc2O[C@H]1CN(C)Cc1ccc(Cl)c(Cl)c1	0.2
70	C[C@H](CO)N1C[C@H](C)[C@H](CN(C)C(=O)NC2CCCC2)OCc2cn(nn2)CCCC1=O	-0.5
71	COc1ccc(NC(=O)N(C)C[C@H]2OCCCC[C@H](C)Oc3ccc(NC(=O)CCC(F)(F)F)cc3C(=O)N([C@@H](C)CO)C[C@@H]2C)cc1	-0.3
72	O=C(C[C@H]1CC[C@H](NC(=O)C2CC2)[C@@H](CO)O1)NCC1CC1	-2.8
73	C[C@H](CO)N1C[C@H](C)[C@@H](CN(C)Cc2ccc(C(=O)O)cc2)Oc2ccc(NS(=O)(=O)c3ccc(F)cc3)cc2CC1=O	0.0
74	O=C(N[C@@H]1CC[C@H](CCn2cc(C3CC3)nn2)O[C@@H]1CO)c1cccnc1	1.1
75	C[C@H]1CN([C@@H](C)CO)S(=O)(=O)c2ccc(C#CC(C)(C)O)cc2O[C@@H]1CN(C)C(=O)C1CCCCC1	1.5
76	O=C(C[C@H]1C[C@H]2c3cc(NC(=O)CC4CC4)ccc3O[C@H]2[C@H](CO)O1)NCc1ccc(-c2ccccc2)cc1	-0.2
77	CO[C@@H]1CN(C)C(=O)c2cc(NC(=O)Nc3cccc(F)c3)ccc2OC[C@@H](C)N(C)C[C@H]1C	-0.9
78	CO[C@H]1CN(C)C(=O)c2cc(NS(=O)(=O)c3cn(C)cn3)ccc2OC[C@H](C)N(CCC(F)(F)F)C[C@@H]1C	-1.2
79	C[C@H]1CCCCO[C@@H](CN(C)Cc2ccc(C(=O)O)cc2)[C@@H](C)CN([C@@H](C)CO)C(=O)c2cc(NC(=O)c3ccncc3)ccc2O1	0.3
80	C[C@H](CO)N1C[C@H](C)[C@H](CN(C)S(=O)(=O)c2cccs2)Oc2ccc(NC(=O)Cn3cnnn3)cc2C1=O	1.3
81	CC(=O)N1[C@H](CO)[C@H]2c3ccccc3N(S(=O)(=O)c3ccccc3F)C[C@H]21	-0.9
82	CC(C)NC(=O)Nc1ccc2c(c1)C(=O)N([C@@H](C)CO)C[C@H](C)[C@@H](CN(C)Cc1ccc(C(=O)O)cc1)OCCCC[C@H](C)O2	-0.7

An excerpt of these results, as labelled records:
66: COc1cccc(C(=O)Nc2ccc3c(c2)C(=O)N(C)C[C@H](OC)[C@@H](C)CN(C)[C@H](C)CO3)c1
  TcdB inh: 0.1

67: C[C@H](CO)N1C[C@H](C)[C@H](CN(C)C(=O)c2ccccc2)OCCCC[C@H](C)Oc2ccc(NS(C)(=O)=O)cc2C1=O
  TcdB inh: -4.1

68: COc1ccc(NC(=O)Nc2ccc3c(c2)CC(=O)N([C@H](C)CO)C[C@H](C)[C@H](CN(C)Cc2ccncc2)O3)cc1
  TcdB inh: -0.7

69: C[C@@H]1CN([C@@H](C)CO)C(=O)Cc2cc(NC(=O)CCC(F)(F)F)ccc2O[C@H]1CN(C)Cc1ccc(Cl)c(Cl)c1
  TcdB inh: 0.2

Pulled by compound from above (two):
no.	Compound	TcdB inh
69	C[C@@H]1CN([C@@H](C)CO)C(=O)Cc2cc(NC(=O)CCC(F)(F)F)ccc2O[C@H]1CN(C)Cc1ccc(Cl)c(Cl)c1	0.2
75	C[C@H]1CN([C@@H](C)CO)S(=O)(=O)c2ccc(C#CC(C)(C)O)cc2O[C@@H]1CN(C)C(=O)C1CCCCC1	1.5

High-throughput results as filed in PubChem.

These rows are one share of the data; rates above refer to the full screens.
